FBW7 activator = activators of human E3 ligase FBW7; normalized activity (activation), % at 26.1 µM; 650,000 compounds, 0.13% hits; Q969H0; AlphaScreen FBW7–phospho-cyclin E peptide binding, activator screen; in the data active = normalized activity above about 1.9%;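 note: purified mutant Fbw7 with reduced substrate affinity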
MITF inh = inhibitors of human MITF; AID 1259374; AlphaScreen MITF homodimerization, bead proximity signal; 650,000 compounds, 0.91% hits; inhibition, % at 2.6 µM; in the data active = inhibition above about 50%;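 note: 0% = vehicle wells with protein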
Target sequence (O75030 whole entry, looked up): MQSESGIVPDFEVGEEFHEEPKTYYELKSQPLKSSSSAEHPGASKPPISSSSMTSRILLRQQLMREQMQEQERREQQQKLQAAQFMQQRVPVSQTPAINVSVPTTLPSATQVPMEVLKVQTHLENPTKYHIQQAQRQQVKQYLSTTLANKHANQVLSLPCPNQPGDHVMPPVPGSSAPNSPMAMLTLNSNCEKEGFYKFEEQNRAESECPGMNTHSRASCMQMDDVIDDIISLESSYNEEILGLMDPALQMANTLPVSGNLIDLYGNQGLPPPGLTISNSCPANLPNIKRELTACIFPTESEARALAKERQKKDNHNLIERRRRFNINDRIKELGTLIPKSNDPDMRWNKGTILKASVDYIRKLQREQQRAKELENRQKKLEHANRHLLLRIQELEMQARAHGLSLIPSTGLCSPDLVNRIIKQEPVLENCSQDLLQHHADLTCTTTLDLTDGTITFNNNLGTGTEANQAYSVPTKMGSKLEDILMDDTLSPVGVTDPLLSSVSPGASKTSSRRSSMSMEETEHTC
TEAD-YAP inh = TEAD-YAP interaction inhibition; HEK-TIYL cells, TEAD-Gal4/YAP UAS-luciferase luminescence; inhibition, % at 9.12 µM; 640,000 compounds, 1.4% hits; in the data active = inhibition above about 32%;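 note: 0% = median of test compound wells and 100% = reference inhibitor wells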
GPR151 ag = activators of human GPR151; Q8TDV0; PathHunter beta-arrestin GPR151 cells, luminescence; activation, % at 11.2 µM; 650,000 compounds, 1% hits; in the data active = activation above about 4.9%;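 note: 0% = median of compound wells and 100% = cells with positive control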
Target sequence (Q8TDV0 whole entry, looked up): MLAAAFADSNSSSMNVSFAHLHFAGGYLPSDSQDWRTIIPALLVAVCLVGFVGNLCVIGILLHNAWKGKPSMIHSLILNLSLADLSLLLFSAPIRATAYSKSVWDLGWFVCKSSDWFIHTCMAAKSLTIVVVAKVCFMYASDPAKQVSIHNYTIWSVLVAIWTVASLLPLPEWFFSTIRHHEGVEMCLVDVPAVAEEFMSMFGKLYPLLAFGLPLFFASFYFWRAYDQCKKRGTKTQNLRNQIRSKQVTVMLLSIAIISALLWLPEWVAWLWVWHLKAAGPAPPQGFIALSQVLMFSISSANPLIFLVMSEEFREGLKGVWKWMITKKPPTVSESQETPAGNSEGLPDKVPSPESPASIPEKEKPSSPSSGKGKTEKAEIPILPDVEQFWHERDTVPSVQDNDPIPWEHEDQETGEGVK
* marks the source's active call; other numbers are inactive results.

Cc1cc2ccccc2c(=O)n1CC(=O)N1CCN(C)CC1 was read as FBW7 activator 0.0, MITF inh 1, TEAD-YAP inh -4 and GPR151 ag -0.3.
Screening CCCCCc1ccc(-c2ccc(-c3noc(-c4ccc(OC(=O)c5ccccc5)cc4)n3)cc2)cc1 returned FBW7 activator -0.1, MITF inh 1, TEAD-YAP inh -6 and GPR151 ag 0.5.
`Cc1nn(-c2ccc(Cl)cc2Cl)c(C)c1C(=O)O` gave FBW7 activator 0.1, MITF inh 7, TEAD-YAP inh 2 and GPR151 ag 0.3.
`COc1cc(NC(=O)c2csc(-c3c(C)nn(C)c3C)n2)cc(OC)c1OC` gave FBW7 activator -0.2, MITF inh 17, TEAD-YAP inh -15 and GPR151 ag -1.6.
CC(NS(=O)(=O)c1c(Cl)cccc1Cl)C(=O)O (configuration not stated) was read as FBW7 activator -0.1, MITF inh -7, TEAD-YAP inh 7 and GPR151 ag 1.7.
For COCc1cc(C)nc(SCC(=O)Nc2nc(C)cs2)c1C#N the results were FBW7 activator -0.1, MITF inh -9, TEAD-YAP inh 11 and GPR151 ag 0.7.
Screening N#CC1=C(N)Oc2n[nH]c(-c3ccc4c(c3)OCO4)c2C1c1cccc(O)c1 (configuration not stated) returned FBW7 activator -0.1, MITF inh -3, TEAD-YAP inh -1 and GPR151 ag -1.1.
Screening Cc1ccc(/C(O)=C2/C(=O)C(=O)N(CC(C)O)C2c2ccccn2)cc1 (configuration not stated) returned FBW7 activator 0.0, MITF inh -11, TEAD-YAP inh -11 and GPR151 ag 0.8.
CS(=O)(=O)Nc1ccccc1-c1nc2ccccc2[nH]c1=O was read as FBW7 activator -0.1, MITF inh -16, TEAD-YAP inh -9 and GPR151 ag -1.6.
Screening COc1ccc(CNc2ncc(-c3ccc4c(c3)OCO4)n3ccnc23)cc1 returned FBW7 activator -0.1, MITF inh -6, TEAD-YAP inh 16 and GPR151 ag 0.4.
O=C(CNc1cccc(Cl)c1)N/N=C/c1ccc(F)cc1 was read as FBW7 activator 0.1, MITF inh -2, TEAD-YAP inh -4 and GPR151 ag 3.6.
`Cc1cc(Br)ccc1NC(=O)c1sc2ncnc(N3CCc4ccccc4C3)c2c1C` gave FBW7 activator 0.0, MITF inh 9, TEAD-YAP inh -11 and GPR151 ag -1.3.
`C=CCn1c(SCc2ccc(Cl)cc2)nc2cc(C(=O)N3CCC(C(N)=O)CC3)ccc2c1=O` gave FBW7 activator 0.0, MITF inh 8, TEAD-YAP inh -3 and GPR151 ag 0.3.
Screening Cc1ccc(N(CCCCN2C(=O)c3ccccc3C2=O)C(=O)/C=C/c2ccccc2)cc1 returned FBW7 activator 0.1, MITF inh -2, TEAD-YAP inh -1 and GPR151 ag -0.9.
CC(C)N(CCNc1ccnc(N2CCOCC2)n1)C(C)C was read as FBW7 activator 0.1, MITF inh 16, TEAD-YAP inh -12 and GPR151 ag 0.5.
CCOCC(=O)OCC(=O)Nc1ccc(S(N)(=O)=O)cc1 was read as FBW7 activator 0.1, MITF inh 6, TEAD-YAP inh 5 and GPR151 ag -0.4.
`O=C(CN1CCC(c2ccccc2)CC1)N1CCOc2ccc(CN3CCOCC3)cc2C1` gave FBW7 activator -0.1, MITF inh 12, TEAD-YAP inh 5 and GPR151 ag -2.1.
Cc1ccc(NC(=O)CS(=O)(=O)Cc2nc(-c3ccccc3C)oc2C)c(Cl)c1 was read as FBW7 activator -0.1, MITF inh 14, TEAD-YAP inh 11 and GPR151 ag -0.9.
CCN(CC)CCCn1c(-c2ccc(Cl)cc2)cn2c3ccccc3nc12 was read as FBW7 activator 1.4, MITF inh -3, TEAD-YAP inh 2 and GPR151 ag -0.3.
`O=C1Nc2ccccc2C1=Cc1nc2ccccc2c(=O)n1-c1ccc(C(=O)O)cc1` gave FBW7 activator 0.0, MITF inh -14, TEAD-YAP inh 9 and GPR151 ag 1.4.

Reprinted from the part before: 3 entries; new compounds follow.
Cc1ccc(NC(=O)CS(=O)(=O)Cc2nc(-c3ccccc3C)oc2C)c(Cl)c1 was read as FBW7 activator -0.1, MITF inh 14, TEAD-YAP inh 11 and GPR151 ag -0.9.
CCN(CC)CCCn1c(-c2ccc(Cl)cc2)cn2c3ccccc3nc12 was read as FBW7 activator 1.4, MITF inh -3, TEAD-YAP inh 2 and GPR151 ag -0.3.
`O=C1Nc2ccccc2C1=Cc1nc2ccccc2c(=O)n1-c1ccc(C(=O)O)cc1` gave FBW7 activator 0.0, MITF inh -14, TEAD-YAP inh 9 and GPR151 ag 1.4.
`Oc1ccccc1N1CCN(C(=S)NCc2ccccc2)CC1` gave FBW7 activator -0.2, MITF inh 3, TEAD-YAP inh -8 and GPR151 ag 0.5.
CCOc1ccc(NC(=O)c2ccc(F)c(S(=O)(=O)N3CCCC3)c2)cc1 was read as FBW7 activator 0.1, MITF inh 28, TEAD-YAP inh 37* and GPR151 ag 0.2.
CC(=O)Nc1ccc(S(=O)(=O)N2CCN(C(=O)c3ccc([N+](=O)[O-])cc3)CC2)cc1 was read as FBW7 activator 0.2, MITF inh 9, TEAD-YAP inh 8 and GPR151 ag -0.7.
O=C(Nc1ccc(N2CCOCC2)cc1)c1csc(Nc2ccc(C(F)(F)F)cc2)n1 was read as FBW7 activator 0.2, MITF inh -4, TEAD-YAP inh -33 and GPR151 ag 0.8.
For COc1ccc(N2C(=O)/C(=C/c3ccc(F)cc3)C(=O)NC2=S)cc1 the results were FBW7 activator -0.2, MITF inh 10, TEAD-YAP inh 2 and GPR151 ag 3.4.
Screening Cc1[nH]c(=O)c(C(=O)NCCc2ccc(Cl)cc2)cc1-c1ccncc1 returned FBW7 activator 0.1, MITF inh 18, TEAD-YAP inh 4 and GPR151 ag -0.1.
`CCc1ccc(-n2c(=S)sc3c(=O)n(-c4ccc(C)cc4)c(SCC(=O)NCc4ccccc4)nc32)cc1` gave FBW7 activator 0.0, MITF inh 6, TEAD-YAP inh 2 and GPR151 ag 1.1.
O=c1c2ccccc2nc(SCc2cccc(Cl)c2)n1CCC1=CCCCC1 was read as FBW7 activator 0.0, MITF inh 0, TEAD-YAP inh -5 and GPR151 ag -0.7.
`O=S(=O)(c1ccc(F)cc1)N1CCC2(CC1)Nc1ccccc1-n1cccc12` gave FBW7 activator -0.1, MITF inh -8, TEAD-YAP inh -2 and GPR151 ag 1.7.
`NC(=O)Cn1cnc2scc(-c3cccc([N+](=O)[O-])c3)c2c1=O` gave FBW7 activator -0.1, MITF inh 0, TEAD-YAP inh -15 and GPR151 ag -0.3.
For COc1cccc(CNc2cc(-c3nc4cc(C)cc(C)c4o3)ccc2C)c1O the results were FBW7 activator -0.1, MITF inh 15, TEAD-YAP inh -9 and GPR151 ag -0.6.
For N#Cc1c(NC(=O)CCCN2C(=O)c3ccccc3C2=O)oc(-c2ccccc2)c1-c1ccccc1 the results were FBW7 activator 1.2, MITF inh 18, TEAD-YAP inh 2 and GPR151 ag 0.2.
`O=C(Nc1ccccc1Br)c1ccc(N2C(=O)c3ccccc3C2=O)cc1` gave FBW7 activator 0.0, MITF inh 17, TEAD-YAP inh 3 and GPR151 ag 1.8.
`CCn1c(=O)[nH]c2c(C(N)=O)nc(-c3ccc(F)cc3)nc21` gave FBW7 activator 0.2, MITF inh -13, TEAD-YAP inh 0 and GPR151 ag 0.5.
Screening O=C(NCC1CCCN(Cc2ccccc2-c2ccco2)C1)c1ccc2c(c1)OCO2 (configuration not stated) returned FBW7 activator -0.1, MITF inh -17, TEAD-YAP inh -7 and GPR151 ag 0.1.
Screening O=C(/C=C/c1ccccc1)Nc1ccc(Br)cn1 returned FBW7 activator 0.2, MITF inh 1, TEAD-YAP inh -11 and GPR151 ag -0.8.
`CCC(C)NC(=O)C1c2ccccc2C(=O)N(CCOC)C1c1c[nH]c2ccccc12` (configuration not stated) gave FBW7 activator 0.2, MITF inh -9, TEAD-YAP inh 3 and GPR151 ag 1.1.
For O=C(Cc1ccccc1)Nc1nc2ccccc2[nH]1 the results were FBW7 activator 0.0, MITF inh 3, TEAD-YAP inh -35 and GPR151 ag -0.6.
For COC(=O)c1ccc(N=Cc2nc(-c3ccccc3F)oc2O)cc1 the results were FBW7 activator 0.0, MITF inh 8, TEAD-YAP inh -2 and GPR151 ag -1.5.
c1coc(CNc2nc(N3CCOCC3)nc(N3CCOCC3)n2)c1 was read as FBW7 activator 0.0, MITF inh 13, TEAD-YAP inh -10 and GPR151 ag 0.3.

3 consecutive records already listed, for reference:
For O=C(Cc1ccccc1)Nc1nc2ccccc2[nH]1 the results were FBW7 activator 0.0, MITF inh 3, TEAD-YAP inh -35 and GPR151 ag -0.6.
For COC(=O)c1ccc(N=Cc2nc(-c3ccccc3F)oc2O)cc1 the results were FBW7 activator 0.0, MITF inh 8, TEAD-YAP inh -2 and GPR151 ag -1.5.
c1coc(CNc2nc(N3CCOCC3)nc(N3CCOCC3)n2)c1 was read as FBW7 activator 0.0, MITF inh 13, TEAD-YAP inh -10 and GPR151 ag 0.3.

(cont.)
Screening CCCNC(=O)CC(NS(=O)(=O)c1ccc(OC)cc1)C(C)C (configuration not stated) returned FBW7 activator 0.0, MITF inh -3, TEAD-YAP inh 1 and GPR151 ag 0.3.
CC(=O)Nc1cccc(C(=O)Nc2ccc(NC(C)=O)cc2Cl)c1 was read as FBW7 activator 0.2, MITF inh 13, TEAD-YAP inh -4 and GPR151 ag -0.1.
Screening CCC1CCCCN1C(=O)NS(=O)(=O)c1ccc(C)cc1 (configuration not stated) returned FBW7 activator 0.1, MITF inh 11, TEAD-YAP inh 6 and GPR151 ag 0.4.
For COc1ccc(Nc2nc(-c3ccc(C(C)(C)C)cc3)nc3ccccc23)cc1 the results were FBW7 activator 0.5, MITF inh 10, TEAD-YAP inh 86* and GPR151 ag -0.4.
`CCn1c(SCC(=O)Nc2ccc(OCc3ccccc3)cc2)nnc1-c1ccncc1` gave FBW7 activator 0.1, MITF inh 18, TEAD-YAP inh -12 and GPR151 ag -0.7.
For CCN1C(=O)NC(=O)/C(=C\c2cn(CC(=O)N3CCC(C)CC3)c3ccccc23)C1=O the results were FBW7 activator 0.2, MITF inh -13, TEAD-YAP inh 5 and GPR151 ag -1.3.
`O=C(NCc1ccccc1Cl)c1cc(COc2cccc3cnccc23)on1` gave FBW7 activator -0.1, MITF inh -6, TEAD-YAP inh -10 and GPR151 ag 0.0.
`COc1ccc(CC2(CO)CCN(Cc3nc4ccccc4n3C)CC2)cc1` gave FBW7 activator 0.1, MITF inh -4, TEAD-YAP inh 6 and GPR151 ag 3.4.
For COc1cc(OC)c(-c2nc(-c3ccsc3)c(-c3ccccc3)[nH]2)cc1OC the results were FBW7 activator -0.1, MITF inh 10, TEAD-YAP inh 7 and GPR151 ag 1.7.
CCCOc1ccc(CC(=O)NC(C)CC)cc1OC (configuration not stated) was read as FBW7 activator 0.1, MITF inh -10, TEAD-YAP inh 2 and GPR151 ag 2.1.
For O=C(O)/C=C/c1cccc(-c2cnn3ccc(NCc4ccncc4)nc23)c1 the results were FBW7 activator 0.1, MITF inh -2, TEAD-YAP inh 0 and GPR151 ag 0.2.
COc1cc(CN2CCN(Cc3ccc4ccccc4c3)CC2)cc(OC)c1OC was read as FBW7 activator 0.1, MITF inh 60*, TEAD-YAP inh 0 and GPR151 ag 1.9.
Screening CC1(C)CC(=O)C2=C(C1)N(c1ncn[nH]1)C(N)=C(C#N)C2c1ccc(Br)cc1 (configuration not stated) returned FBW7 activator 0.2, MITF inh 16, TEAD-YAP inh 11 and GPR151 ag -0.5.
For O=[N+]([O-])c1ccc(C2NCCC3(O)CCCCC23)cc1 (configuration not stated) the results were FBW7 activator 0.9, MITF inh 5, TEAD-YAP inh -2 and GPR151 ag 0.0.
Screening O=C(O)c1ccc(CNCc2ccc3c(c2)OCO3)s1 returned FBW7 activator 0.3, MITF inh 9, TEAD-YAP inh -1 and GPR151 ag -2.3.
Screening C[C@H](Nc1nc(-c2ccc(F)c(Cl)c2)cnc1N)c1ccccc1 returned FBW7 activator 0.6, MITF inh 4, TEAD-YAP inh -1 and GPR151 ag 3.1.
Screening COc1cccc(-c2nc(-c3cccc(OC)c3OC)[nH]c2-c2cccc(OC)c2)c1 returned FBW7 activator -0.2, MITF inh 2, TEAD-YAP inh -11 and GPR151 ag -0.4.
Screening CC(C)C(=O)Nc1cccc(NC(=O)COc2ccc([N+](=O)[O-])cc2)c1 returned FBW7 activator -0.1, MITF inh -3, TEAD-YAP inh 2 and GPR151 ag 0.7.
Screening CC1CCc2c(sc(NC3=NS(=O)(=O)c4ccccc43)c2C#N)C1 (configuration not stated) returned FBW7 activator -0.3, MITF inh -5, TEAD-YAP inh 12 and GPR151 ag 2.8.
Screening COc1cc2[nH]c(=S)nc(NCCc3ccc(S(N)(=O)=O)cc3)c2cc1OC returned FBW7 activator 0.4, MITF inh 1, TEAD-YAP inh -21 and GPR151 ag -1.5.
Screening COC(CNS(=O)(=O)c1cc(Br)cc2c1N(C(=O)C1CC1)CC2)OC returned FBW7 activator 0.3, MITF inh -17, TEAD-YAP inh -20 and GPR151 ag 1.3.
CCOC(=O)c1c(CC(C#N)(c2ccccc2)c2ccccc2)n(C)c2cc(Br)c(OC)cc12 was read as FBW7 activator -0.1, MITF inh -2, TEAD-YAP inh -1 and GPR151 ag 0.7.

High-throughput results: PubChem, The Scripps Research Institute Molecular Screening Center
